Assay outcomes as filed in PubChem BioAssay.
SUMO HTRF inh: SUMOylation inhibition; AID 2006; P63279; 290,000 tested, 0.36% active; inhibition, % at 35 µM; HTRF SUMOylation assay, SAE1/SAE2 + UBC9, in vitro; in the data active = inhibition above about 50%, passing the limit was not always enough; also: strong numbers were not always called active
Target sequence (P63279 whole entry, looked up): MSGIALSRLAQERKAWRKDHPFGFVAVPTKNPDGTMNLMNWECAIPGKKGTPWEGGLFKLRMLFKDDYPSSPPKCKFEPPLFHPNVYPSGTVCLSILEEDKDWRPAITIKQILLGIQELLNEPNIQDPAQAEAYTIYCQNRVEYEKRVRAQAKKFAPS
CRFR2-BP ag: agonists of human CRF-binding protein/CRF-R2 receptor complex | HEK293 CRF-R2/CRF-BP, calcium dye fluorescence (FLIPR); percent of saturating CRF peptide response | activation, % at 13.2 µM | 350,000 tested, 0.46% active;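 active = activation of at least 50%, plus an integration ratio under a set limit after plate pattern correction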;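 also: plate controls were neutral control wells without compound for no effect and CRF at EC100 for full effect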
DNA FID counter: displaces DNA intercalator in HCV helicase counter-screen; inhibition, % at 7.9 µM; 290,000 tested, 0.17% active; AID 1845; DNA fluorescent intercalator displacement, fluorescence; in the data active = inhibition above about 37%;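 also: 0% = vehicle and 100% = reference compound; higher means more ethidium bromide displaced from hairpin DNA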
GalR3 antag: human GalR3 antagonism. O60755. HEK293 GalR3-CNG cAMP membrane potential fluorescence; galR3 body fused to GalR1 C-terminus. inhibition, % at 3 µM. 360,000 tested, 0.44% active;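 active = inhibition above the screen-wide average plus 3 SD, cut at about 13% in these data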;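 also: forskolin and galanin both at EC90 stimulate the cells; cAMP rise reported by CNG channel membrane potential dye signal; 0% = forskolin plus galanin with DMSO and 100% = forskolin alone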
Target sequence (O60755 1-299 limits assumed): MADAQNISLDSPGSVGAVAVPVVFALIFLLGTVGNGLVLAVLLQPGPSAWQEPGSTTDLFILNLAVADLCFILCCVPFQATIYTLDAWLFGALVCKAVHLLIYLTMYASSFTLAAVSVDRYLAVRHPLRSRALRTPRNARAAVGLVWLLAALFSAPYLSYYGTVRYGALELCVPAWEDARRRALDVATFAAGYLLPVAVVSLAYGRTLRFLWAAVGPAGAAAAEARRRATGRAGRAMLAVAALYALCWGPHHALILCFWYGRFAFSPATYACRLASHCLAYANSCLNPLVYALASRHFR
CRFR2-BP antag: antagonists of CRF-binding protein/CRF-R2 receptor complex | HEK293 CRF-R2/CRF-BP, CRF-induced calcium fluorescence | inhibition, % at 11.8 µM | 350,000 tested, 0.59% active;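 active = inhibition of the ligand-induced calcium signal above about 50% at the single tested concentration, limit read from the data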
HCV NS3 hel inh: HCV NS3 helicase inhibition; NS3 helicase DNA unwinding, Cy5 molecular beacon fluorescence; inhibition, % at 10.9 µM; 290,000 tested, 0.56% active;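 active = inhibition above the mean of all tested compounds plus 3 SD, set per campaign, cut at about 35% in these data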;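 also: 0% = DMSO wells and 100% = thioflavine S control wells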
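Assay system: hepatitis C virus NS3 helicase domain fragment enzyme. Also added: annealed dual-labelled DNA beacon duplex, ATP-started. Timing: 1 h reaction at 25 °C, ATP-initiated. Technique: Cy5 fluorescence at 0 and 60 min, beacon hairpin quenching. Evaluation: % inhibition of unwinding. Replication: one well per compound.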
MEKK3 PB1 HTS: raises or lowers MEK5 binding to the human MEKK3 PB1 domain; Q99759; bead-based flow cytometry, Alexa488-MEK5 binding to MEKK3; actives lie on both sides; 0 = blocked by unlabeled MEK5, 100 = vehicle; binding response (% of control), % at 10 µM; 290,000 tested, 1.4% active; AID 1529;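 active = binding response more than 3 SD above or below the average of its plate-row segment, actives on both sides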;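 also: Alexa488 bead fluorescence after subtracting the streptavidin-only scavenger bead signal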
MEKK2 WT-MEK5: raises or lowers MEK5 binding to wildtype human MEKK2 PB1 domain; Q9Y2U5; bead flow cytometry, Alexa488-MEK5 binding to MEKK2 WT; actives lie on both sides; binding response (% of control), % at 10 µM; 290,000 tested, 1.1% active; AID 1531; in the data active = binding response below about 67% or above about 130%
MEKK2mut PB1 HTS: signal of MEK5 binding to mutant human MEKK2 PB1 domain; bead flow cytometry, Alexa488-MEK5 binding to MEKK2 mutant; percent response, % at 10 µM; 290,000 tested, 0.35% active; AID 1530; in the data active = percent response above about 24%, passing the limit was not always enough; also: inactives centre near 1; some results filed as inactive read as strong as hits; reference of the scale not given here
The depositor's hits bear a star; . = no result given. The list is partial; rates above refer to the full screens.

cpd	structure	CRFR2-BP ag	SUMO HTRF inh	DNA FID counter	MEKK2 WT-MEK5	HCV NS3 hel inh	GalR3 antag	CRFR2-BP antag	MEKK2mut PB1 HTS	MEKK3 PB1 HTS
1	O=C(Oc1ccc2ccc(OC(=O)N3CCCCCC3)cc2c1)N1CCCCCC1	9.3	-14	2	99	1	0	-17	-1	104
2	O=C(N[C@@H]1CCC(=O)N(CC[C@H](Oc2ccccc2)c2ccccc2)CC1)OCc1ccccc1	-1.6	-10	-41	98	-24	-7	11	0	100
3	COc1ccc(/C=C(/NC(=O)c2ccccc2)C(=O)N/N=C/c2sccc2C)cc1	0.2	16	-21	105	7	-6	6	1	133*
4	Cc1ccc(C)c(NS(=O)(=O)c2ccc3[nH]c(=O)[nH]c3c2)c1	2.2	34	-2	100	2	-2	-7	5	101
5	O=C(COc1ccccc1Cl)Nc1ccc(C(=O)N2CCCCC2)cc1	-0.1	7	-33	100	11	-8	-22	1	101
6	Oc1cc2ccccc2nc1-c1ccccc1Cl	-1.5	30	-2	109	3	-10	24	24	111
7	COc1ccccc1OCCC(=O)OCC(=O)NC(=O)NC(C)(C)C	-0.9	21	-17	112	5	1	37	7	106
8	C#CCN(C)CCCOc1ccc(Cl)cc1Cl	1.3	-4	1	99	-6	-3	-27	3	96
9	Cn1cccc1CC(=O)NNC(=S)Nc1ccc(Cl)cc1	0.7	-14	-20	102	36*	-1	-24	-2	102
10	O=C(CSC1=NNC(c2ccccn2)S1)Nc1ccc(C(F)(F)F)cc1 (centres undefined)	-0.4	-104	6	105	-3	-7	-7	5	102
11	OC(CSc1c(Cl)cccc1Cl)CN1CCN(c2ccc(F)cc2)CC1 (centres undefined)	6.2	-14	-1	137	1	0	-88	16	118
12	Cc1ccc(/C=N/c2sc(Cc3ccccc3)c(C)c2C(N)=O)o1	1.5	14	-10	97	19	-7	-10	0	98
13	CCOCCCNC(=O)C(c1ccc(C)cc1)N(Cc1ccc2c(c1)OCO2)C(=O)c1ccccn1 (centres undefined)	0.1	-1	-38	106	-4	-3	0	4	106
14	Cc1cc(C)n(/N=C/c2ccc(C(C)C)cc2)c(=O)c1C#N	-1.8	-2	0	91	10	-3	7	-6	91
15	Cc1cccc(NS(=O)(=O)c2cc([N+](=O)[O-])ccc2C)n1	-0.4	6	0	101	-7	-1	7	3	101
16	COc1ccc(C(C#N)N2CCOCC2)cc1 (centres undefined)	0.1	-16	-1	104	-3	-1	5	4	95
17	CN1C2CCC1/C(=C\c1ccc(F)cc1)C(=O)/C2=C/c1ccc(F)cc1	2.1	-32	-2	92	-10	-3	-31	-2	89
18	CCc1nnc(NS(=O)(=O)c2ccc(NCc3cc(Br)ccc3O)cc2)s1	-0.5	7	-34	99	30	.	-9	-2	94
19	CC1=CC(C)(C)N=C(NC#N)N1	-0.5	4	4	81	2	-2	17	-3	79
20	Cc1c(Cl)cccc1NC(=O)Cn1cnc(S(=O)(=O)N2CCCC2)c1	1.5	22	-5	102	5	.	-3	5	106
21	COc1ccc(OCc2nnc(SCC(=O)Nc3cccc(Cl)c3)o2)cc1	1.0	-5	-14	101	-8	-9	-24	1	102
22	O=C(CCCCCn1nnc2ccccc2c1=O)N[C@H](C(=O)O)c1ccccc1	0.4	8	-26	99	-9	-3	9	6	101
23	CCN(CC)S(=O)(=O)c1cc(C(=O)NC2=NCCS2)ccc1Cl	0.3	13	-19	96	0	-3	-14	2	98
24	CC(=O)/C(=N\Nc1cccc(Cl)c1)Sc1cccc2cccnc12	-0.9	6	-12	89	5	-9	14	-3	88
25	COc1ccc(NC(=O)CN(c2cccc(F)c2)S(C)(=O)=O)cc1OC	-1.2	7	-3	96	4	-5	3	-1	97

Eleven compounds from above, arranged by formula weight, low to high:
cpd	structure	CRFR2-BP ag	SUMO HTRF inh	DNA FID counter	MEKK2 WT-MEK5	HCV NS3 hel inh	GalR3 antag	CRFR2-BP antag	MEKK2mut PB1 HTS	MEKK3 PB1 HTS
19	CC1=CC(C)(C)N=C(NC#N)N1	-0.5	4	4	81	2	-2	17	-3	79
16	COc1ccc(C(C#N)N2CCOCC2)cc1 (centres undefined)	0.1	-16	-1	104	-3	-1	5	4	95
8	C#CCN(C)CCCOc1ccc(Cl)cc1Cl	1.3	-4	1	99	-6	-3	-27	3	96
14	Cc1cc(C)n(/N=C/c2ccc(C(C)C)cc2)c(=O)c1C#N	-1.8	-2	0	91	10	-3	7	-6	91
15	Cc1cccc(NS(=O)(=O)c2cc([N+](=O)[O-])ccc2C)n1	-0.4	6	0	101	-7	-1	7	3	101
4	Cc1ccc(C)c(NS(=O)(=O)c2ccc3[nH]c(=O)[nH]c3c2)c1	2.2	34	-2	100	2	-2	-7	5	101
25	COc1ccc(NC(=O)CN(c2cccc(F)c2)S(C)(=O)=O)cc1OC	-1.2	7	-3	96	4	-5	3	-1	97
10	O=C(CSC1=NNC(c2ccccn2)S1)Nc1ccc(C(F)(F)F)cc1 (centres undefined)	-0.4	-104	6	105	-3	-7	-7	5	102
1	O=C(Oc1ccc2ccc(OC(=O)N3CCCCCC3)cc2c1)N1CCCCCC1	9.3	-14	2	99	1	0	-17	-1	104
3	COc1ccc(/C=C(/NC(=O)c2ccccc2)C(=O)N/N=C/c2sccc2C)cc1	0.2	16	-21	105	7	-6	6	1	133*
13	CCOCCCNC(=O)C(c1ccc(C)cc1)N(Cc1ccc2c(c1)OCO2)C(=O)c1ccccn1 (centres undefined)	0.1	-1	-38	106	-4	-3	0	4	106

More results
cpd	structure	CRFR2-BP ag	SUMO HTRF inh	DNA FID counter	MEKK2 WT-MEK5	HCV NS3 hel inh	GalR3 antag	CRFR2-BP antag	MEKK2mut PB1 HTS	MEKK3 PB1 HTS
26	CCOc1ccc(NS(=O)(=O)c2ccc3c(c2)N(C(C)=O)CCS3)cc1	0.9	6	-21	94	-4	-9	-11	-7	99
27	COc1cccc(C(=O)N(Cc2cccs2)C2CCS(=O)(=O)C2)c1 (centres undefined)	-1.3	23	-7	98	-5	5	-6	-1	97
28	CCCOc1ccc(N2C(=O)C3ON(c4ccccc4)C(c4ccc(O)c(OC)c4)C3C2=O)cc1 (centres undefined)	-1.1	6	-21	.	-12	-4	-7	.	.
29	O=C(CN1CCN(c2ccccc2F)CC1)c1ccc(O)c(O)c1	1.5	-22	-6	96	16	-11	-11	-4	97
30	CN1CCN(CCC(=O)Nc2ccccc2Cl)CC1	2.3	3	6	98	-8	1	2	-4	99
31	Cc1ccc(-c2nnn(CC(=O)O)n2)cc1	-0.1	8	1	111	14	1	-14	5	106
32	COc1ccc(CCNCC(=O)Nc2ccc(C)c(S(=O)(=O)N(C)C)c2)cc1	-2.3	12	21	106	0	-6	-13	5	108
33	O=C(Nc1nnc(SCC(=O)N2CCCCC2)s1)c1ccc(F)cc1F	1.8	-10	-23	100	1	-9	29	1	97
34	CCN1CCN(C(=O)CCc2nnc(CCc3ccccc3OC)o2)[C@@H](C)C1=O	0.8	5	-21	103	4	-1	6	4	100
35	Cc1cc(C)n(C2CCCCC2OC(=O)c2ccccc2)n1 (centres undefined)	-1.3	-2	-25	103	2	-2	5	2	105
36	NS(=O)(=O)c1ccc(CCNC(=S)NC2CCCC2)cc1	-0.6	20	16	-10*	2	-9	6	-15	95
37	Cc1ccc(-c2nn(Cc3ccccc3)cc2/C=C/C(=O)O)cc1	-2.1	-13	-43	99	44*	-1	-7	7	99
38	CC(C)(C)C1C/C(=C/c2ccco2)C(=O)/C(=C/c2ccco2)C1 (centres undefined)	3.2	33	-22	86	35	-10	-24	-5	99
39	Nc1c(S(=O)(=O)c2cccs2)c2nc3ccccc3nc2n1Cc1ccccc1	-0.6	14	-4	89	4	-7	-6	-6	97
40	CCN1C(=O)/C(=C/c2nc3ccccc3c(=O)n2-c2ccccc2)c2ccccc21	-1.2	2	0	97	-6	-3	15	9	100
41	COC(=O)c1ccc(N2C(=O)CC(N3CCN(c4ccccc4)CC3)C2=O)cc1 (centres undefined)	-0.5	.	-32	96	8	-1	-6	2	98
42	N#CCC(=N)N1CCN(c2cccc(Cl)c2)CC1	0.1	-6	-3	92	-9	-2	-8	-3	89
43	Cc1cc(Cl)c2oc(C(=O)N(C)C(C)c3ccccn3)c(C)c2c1 (centres undefined)	0.6	5	-30	107	0	5	-13	10	107
44	Cc1ccc(N2CCN(S(=O)(=O)N(C)C)CC2)c(C)c1	3.3	-8	-15	110	-2	.	-31	8	110
45	Cc1ccc(S(=O)(=O)c2cn(CC(=O)Nc3ccccc3)c3ccc(F)cc3c2=O)cc1	-1.1	22	-7	97	-12	0	-8	-4	101
46	CN(c1ccccc1)c1nc(N)c([N+](=O)[O-])c(NCc2ccccc2)n1	9.6	-9	-4	97	-13	-6	-9	2	98
47	CCN(CC(=O)N1CCCC1)S(=O)(=O)c1ccc(OC)cc1	3.8	6	-2	107	0	-7	4	0	106
